# VLA-4 inh = inhibition in a human VLA-4 binding assay; hit rate 0.2% among 330,000; inhibition, % (about 7 µM as worked out from the volumes in the protocol); P13612; AID 2557; VLA-4 expressing cells, ligand binding flow cytometry; in the data active = inhibition above about 50%
# MEX-5 binding = C. elegans MEX-5 TCR-2 RNA binding activity | MEX-5/FITC-TCR2 RNA binding, fluorescence polarization; stronger effect = lower value | AID 1832 | Q9XUB2 | activity score (negative = inhibition of binding), % at 10 µM | hit rate 0.38% among 300,000;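 active = inhibition past about -25% in most replicates, and total fluorescence under double the plate's negative control median, limit read from the data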;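 also: 0% = DMSO and -100% = 5 µM competing unlabeled TCR2 RNA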
# GLD-1 TGE inh = GLD-1-TGE RNA interaction inhibition (C. elegans); inhibition, % at 5.96 µM; hit rate 0.44% among 320,000; Q17339; AID 2280; purified GLD-1 + fluorescein TGE RNA, fluorescence polarization;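 active = percent inhibition above a per-plate cutoff, the plate mean of test compounds plus 3 SD, cut at about 30% in these data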;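 also: 0% = DMSO wells with GLD-1 and probe and 100% = wells lacking GLD-1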
# MCL1 BIM primary = MCL1-BIM-BH3 interaction inhibition (human); Q07820; GST-MCL1 / FITC-Bim-BH3 fluorescence polarization; inhibition, % at 10.9 µM; hit rate 0.68% among 320,000; AID 2057;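 active = inhibition above the mean inhibition of all tested compounds plus 3 SD, set per campaign, cut at about 40% in these data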;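 also: 0% = DMSO wells and 100% = unlabeled Bim-BH3 peptide control; higher means more loss of mP so more displacement of Bim peptide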
# Target sequence (Q07820 whole entry, looked up): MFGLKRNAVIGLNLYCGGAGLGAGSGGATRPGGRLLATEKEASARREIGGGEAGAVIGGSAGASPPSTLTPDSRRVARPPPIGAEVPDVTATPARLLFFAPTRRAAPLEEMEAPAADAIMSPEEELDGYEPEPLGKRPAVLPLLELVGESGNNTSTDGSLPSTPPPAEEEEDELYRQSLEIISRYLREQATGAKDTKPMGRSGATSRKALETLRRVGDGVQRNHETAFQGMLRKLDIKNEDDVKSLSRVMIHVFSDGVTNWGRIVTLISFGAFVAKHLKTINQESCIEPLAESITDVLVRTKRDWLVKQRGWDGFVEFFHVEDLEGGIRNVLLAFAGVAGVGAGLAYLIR
# PME-1 inh = PME-1 (human) inhibition; inhibition, % at 5.9 µM; recombinant PME-1, FP-Rh probe fluorescence polarization; hit rate 0.53% among 320,000; Q9Y570;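 active = inhibition above the campaign mean of all compounds plus 3 SD, cut at about 26% in these data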;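 also: competitive labeling of PME-1 active site by serine hydrolase directed probe; 0% = PME-1 with DMSO and 100% = wells lacking PME-1 enzyme; inhibitors block probe labeling so polarization falls and inhibition rises; many of its hits are not listed in these tables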
# Target sequence (Q9Y570 whole entry, looked up): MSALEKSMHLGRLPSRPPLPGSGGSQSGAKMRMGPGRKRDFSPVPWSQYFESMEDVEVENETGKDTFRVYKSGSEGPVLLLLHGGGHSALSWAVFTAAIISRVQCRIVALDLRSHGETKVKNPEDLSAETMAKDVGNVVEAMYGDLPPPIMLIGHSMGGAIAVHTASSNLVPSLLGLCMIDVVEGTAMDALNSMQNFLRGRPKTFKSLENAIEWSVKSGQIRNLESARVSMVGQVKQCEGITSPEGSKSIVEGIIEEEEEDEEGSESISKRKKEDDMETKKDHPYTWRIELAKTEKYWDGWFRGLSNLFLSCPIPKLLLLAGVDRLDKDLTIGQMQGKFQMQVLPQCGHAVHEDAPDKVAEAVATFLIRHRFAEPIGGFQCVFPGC
# Efflux pump inh = antifungal efflux pump inhibition, Nile Red retention. inhibition, % at 10 µM. S. cerevisiae Candida pump triplex. hit rate 0.44% among 330,000;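 active = plate passing quality check with inhibition over a set limit, or well fluorescence over plate mean plus 4 SD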;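 also: Nile Red retained in pooled yeast measured as flow cytometry median fluorescence; 0% = buffer negative control and 100% = Enniatin B positive control; higher means more Nile Red kept so more efflux inhibition; some compounds called inactive have numbers as strong as hits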
# Bcl-xL primary = inhibitors of human Bcl-xL; GST-Bcl-xL / FITC-Bim BH3 peptide fluorescence polarization; inhibition, % at 10.9 µM; hit rate 0.7% among 320,000; AID 2129;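 active = inhibition above the mean of all tested compounds plus 3 SD, cutoff set per campaign, cut at about 30% in these data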;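 also: 0% = DMSO wells and 100% = unlabeled Bim-BH3 peptide competitor; inhibitors lower millipolarization by displacing the labeled peptide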
# GRK2 inh = inhibitors of human GRK2 displacing RNA aptamer. P25098. bead flow cytometry, FAM-aptamer displacement from GRK2. inhibition of aptamer binding, % at 10 µM. hit rate 0.59% among 330,000. AID 488847;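 active = inhibition of aptamer binding above 40%, roughly 3 SD of noise, on plates passing a quality check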;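 also: median bead fluorescence of bound FAM aptamer so fluorescent compounds give negative values; no value below 0 was filed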
# Fam108B counter = blocks mouse Fam108B hydrolase in RBBP9 counter-screen | recombinant Fam108B, FP-Rh probe fluorescence polarization | inhibition, % at 9.51 µM | hit rate 0.33% among 300,000;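 active = inhibition above the screen mean inhibition plus 3 SD, computed separately per campaign, cut at about 18% in these data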;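 also: inhibitors lower polarization as less probe binds the enzyme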
# * hit, by the source's call; . = not tested or not shown.
canonical_smiles,VLA-4 inh,MEX-5 binding,GLD-1 TGE inh,MCL1 BIM primary,PME-1 inh,Efflux pump inh,Bcl-xL primary,GRK2 inh,Fam108B counter
CCCNC(=O)c1ccccc1NC(=O)CSCc1ccc(OC)cc1,2,1.3,10,1,3,0.4,-2,0,1
C=CCNc1nc(Nc2cc(Cl)ccc2OC)nc(OC)n1,-6,1.1,6,1,-2,0.1,0,3,-1
COCCn1c(SCC(=O)NCc2ccc(F)cc2)nc2ccccc21,-4,-0.8,-7,-8,-5,-0.5,-3,2,-1
CCOC(=O)c1[nH]c2c(c1C)C(=O)CC(c1ccc(F)cc1)C2 (stereo not drawn),14,2.3,6,-5,-9,-0.4,2,0,-2
Cc1noc(NS(=O)(=O)c2ccc(NC(=O)c3ccc(F)cc3)cc2)c1C,1,.,4,.,.,0.1,.,0,.
Cc1ccc(/C=C/C(=O)OC(C)C(=O)Nc2ncc(Cl)cc2Cl)o1 (stereo not drawn),5,1.7,-8,6,3,0.1,2,0,4
COc1ccc(CCNS(=O)(=O)c2cc3c4c(c2)C(C)C(=O)N4CCC3)cc1OC (stereo not drawn),-1,3.2,-1,0,-3,0.0,7,0,-2
CC(=O)c1ccc(N2CCN(C(=O)CCC(=O)c3cccs3)CC2)cc1,8,0.4,1,-1,2,0.2,4,2,2
O=C(CNC(=O)c1ccccc1F)NCCN1C(=O)S/C(=C\c2ccccc2Cl)C1=O,21,-0.2,6,10,0,-0.1,3,1,-1
CCOc1cc(OCC)cc(C(=O)NCc2ccco2)c1,7,0.9,10,1,-1,0.0,3,0,3
Cc1ccc(CNC(=O)C2CC3Cn4c(nc5ccccc54)C3N2C)o1 (stereo not drawn),1,-0.3,3,6,0,-0.1,12,0,3
COc1ccc(Sc2nc(-c3ccccc3)ncc2OC)cc1,12,-0.5,0,5,-2,0.0,9,3,6
CN(Cc1cccc(F)c1)C(=O)c1ccc2c(=O)n3c(nc2c1)CCC3,2,-4.4,7,0,4,0.2,2,2,3
O=c1cc(-c2ccncc2)oc2ccccc12,16,0.1,-5,-1,3,-0.1,6,2,-1
COc1cccc(NC(=O)C(Sc2nnc(Nc3ccccc3C)s2)c2ccccc2)c1 (stereo not drawn),2,-0.2,8,5,-23,-0.2,2,5,-10
CN(CC(=O)Nc1cccc(F)c1)C(=O)CSc1ccccc1F,-1,0.6,-1,8,-2,0.6,1,1,4
O=C1CCCN1CCCNS(=O)(=O)c1ccc(Br)cc1,4,-1.2,1,4,0,0.0,4,0,-1
CC1=Nc2ccccc2N=C(N)C1c1ccccc1 (stereo not drawn),4,-1.0,4,5,0,0.0,0,2,-1
O=C(Nc1cccc2ncccc12)c1ccc(Cl)cc1,-30,0.5,4,-12,-2,0.1,-8,0,-1
O=C(O)C1CCC(Cn2c(SCc3cc(=O)n4ccccc4n3)nc3ccsc3c2=O)CC1 (stereo not drawn),-6,-2.5,0,0,0,-0.1,-20,1,2
Cn1c(=O)cc(OCC(=O)NCCCN2CCN(c3cccc(Cl)c3)CC2)c2ccccc21,4,0.4,7,7,2,0.0,8,0,1
CCc1ccc(NC(=O)C2C3/C=C\CCCCC32)cc1 (stereo not drawn),27,-0.4,2,8,1,0.0,6,3,-1
CCOC(=O)c1c(NS(C)(=O)=O)sc2c1CCC(C)C2 (stereo not drawn),14,-0.5,0,11,0,-0.2,5,2,-1
Brc1ccc(-n2cnc(-c3ccccc3)c2)cc1,-5,3.6,-1,4,-5,0.0,5,1,-3
Cc1ccc(Cl)cc1NC(=O)C(=O)N1CCCCC1,6,-0.9,4,1,4,0.0,-3,0,1
Cc1ccccc1-n1nc2c(c1NC(=O)c1cccs1)CS(=O)(=O)C2,15,2.0,7,-1,0,-0.1,3,0,-1
O=C(NCC(O)c1ccccc1)c1ccc(Cl)c(S(=O)(=O)N2CCCCC2)c1 (stereo not drawn),-2,1.0,5,-1,-1,0.2,-4,5,-4
CCN(C1=NS(=O)(=O)c2ccccc21)N(CC)S(=O)(=O)c1ccc(C)cc1,-3,2.5,1,12,2,0.0,5,1,-3
COc1ccc(C(=O)NCCN2CCOCC2)cc1[N+](=O)[O-],24,-1.5,-5,1,4,0.2,7,1,0
CCOC(=O)C[n+]1c(C)ccc2c1CCC2,-21,-0.2,7,3,0,0.0,8,0,6

# Part of the list above, reformatted:
> O=C1CCCN1CCCNS(=O)(=O)c1ccc(Br)cc1
  VLA-4 inh: 4; MEX-5 binding: -1.2; GLD-1 TGE inh: 1; MCL1 BIM primary: 4; PME-1 inh: 0; Efflux pump inh: 0.0; Bcl-xL primary: 4; GRK2 inh: 0; Fam108B counter: -1

> CC1=Nc2ccccc2N=C(N)C1c1ccccc1 (stereo not drawn)
  VLA-4 inh: 4; MEX-5 binding: -1.0; GLD-1 TGE inh: 4; MCL1 BIM primary: 5; PME-1 inh: 0; Efflux pump inh: 0.0; Bcl-xL primary: 0; GRK2 inh: 2; Fam108B counter: -1

> O=C(Nc1cccc2ncccc12)c1ccc(Cl)cc1
  VLA-4 inh: -30; MEX-5 binding: 0.5; GLD-1 TGE inh: 4; MCL1 BIM primary: -12; PME-1 inh: -2; Efflux pump inh: 0.1; Bcl-xL primary: -8; GRK2 inh: 0; Fam108B counter: -1

> O=C(O)C1CCC(Cn2c(SCc3cc(=O)n4ccccc4n3)nc3ccsc3c2=O)CC1 (stereo not drawn)
  VLA-4 inh: -6; MEX-5 binding: -2.5; GLD-1 TGE inh: 0; MCL1 BIM primary: 0; PME-1 inh: 0; Efflux pump inh: -0.1; Bcl-xL primary: -20; GRK2 inh: 1; Fam108B counter: 2

# (cont.)
canonical_smiles,VLA-4 inh,MEX-5 binding,GLD-1 TGE inh,MCL1 BIM primary,PME-1 inh,Efflux pump inh,Bcl-xL primary,GRK2 inh,Fam108B counter
O=C(CCS(=O)(=O)Cc1cccc(Cl)c1)NCCc1ccccc1,11,1.6,-1,-1,3,-0.1,5,3,7
CCN(CC(=O)Nc1ccc(NC(C)=O)cc1)C(=O)c1cc2ccccc2oc1=O,0,.,5,1,-2,-0.1,2,0,.
Cc1ccc(NC(=O)C(C)Sc2n[nH]c(CNc3ccccc3)n2)cc1 (stereo not drawn),11,0.5,5,2,-3,0.0,3,0,1
CC(Sc1ccccc1)C(=O)NNC(=O)c1csc(N2CCOCC2)n1 (stereo not drawn),-1,-2.7,9,1,-2,-0.1,-4,2,1
CCOc1cc(/C=N/N2CCN(Cc3ccccc3)CC2)ccc1O,10,-2.7,7,14,-6,-0.1,9,0,1
O=C(N/N=C/C(Cl)=C/c1ccccc1)c1ccco1,4,0.7,2,-9,-5,-0.1,1,0,-3
O=C(NCC(c1ccco1)N1CCN(c2ccccc2)CC1)C(=O)NC1CC1 (stereo not drawn),8,-1.4,3,4,-6,0.1,0,2,1
O=C(CC(C(=O)NCc1ccccc1)c1nc2ccccc2c(=O)[nH]1)NCc1ccccc1 (stereo not drawn),-3,1.1,-2,-2,2,0.0,2,0,7
CCC(=O)N1CC(C)C(=O)Nc2ccccc21 (stereo not drawn),35,2.0,4,2,1,0.0,1,0,-2
O=C(CCCC(=O)NNC(=O)Nc1ccccc1)NNC(=O)Nc1ccccc1,-2,-0.9,5,6,3,0.3,2,0,0
CCCOC(=O)c1cccc(NC(=O)c2cccnc2)c1,-2,1.2,2,4,3,0.2,-3,35,3
CC(C)(C)CC(C)(C)N1CNC(=S)NC1,12,-0.6,0,-14,0,0.0,-12,3,2
O=C(O)CN1CCc2ccccc2C1,1,-0.2,-3,8,4,0.4,12,1,4
CC(C)c1ccc(NC(=O)C(=O)c2cn(CC(=O)N3CCCCC3)c3ccccc23)cc1,12,-1.4,-1,-2,-24,0.0,6,1,-19
COc1cccc(NC(=O)Cc2nnc(SCC(=O)NC3CCCC3)n2C)c1,-10,0.9,2,3,-9,-0.3,-1,0,2
Clc1ccccc1N1CCN(Cc2ccc(Br)o2)CC1,10,0.4,4,-5,-10,0.0,3,0,-3
COCc1nnc(NC(=O)CSCc2ccccc2)s1,-3,0.4,9,7,-2,0.0,6,0,0

# Taken from above:
# Value for CCCOC(=O)c1cccc(NC(=O)c2cccnc2)c1 in GRK2 inh: 35
# Value for Clc1ccccc1N1CCN(Cc2ccc(Br)o2)CC1 in Fam108B counter: -3
# Value for O=C(Nc1cccc2ncccc12)c1ccc(Cl)cc1 in VLA-4 inh: -30
# Value for CC(=O)c1ccc(N2CCN(C(=O)CCC(=O)c3cccs3)CC2)cc1 in Bcl-xL primary: 4
# Value for CCCNC(=O)c1ccccc1NC(=O)CSCc1ccc(OC)cc1 in Efflux pump inh: 0.4

# Bioassay records (PubChem)

# This is a subset; the hit share may differ from the screen's.
